Screening results (PubChem BioAssay)
Myeloid diff MLP: promotes myeloid progenitor differentiation. 360,000 tested, 1% active. AID 624256. ER-HoxA9 myeloid progenitors, lysozyme-GFP differentiation, flow cytometry. calls only at 10 µM;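 active = normalized GFP-positive differentiation at or above the plate's own cutoff, the solvent-only control mean plus 3 SD; inconclusive = no clear call, values can overlap the other calls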;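 also: cells exposed to compound for four days before flow analysis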
GPR55 LPI antagonism: GPR55 antagonists blocking LPI-driven arrestin recruitment, primary screen, imaging, U2OS, beta-arrestin-GFP, LPI agonist (AID 2013) | U2OS GPR55 beta-arrestin-GFP translocation imaging, LPI antagonism; higher % means a stronger effect | one-dose inhibition, % at 10 µM; IC50 in µM for titrated hits | 290,000 tested, 0.13% active;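 active = spots per cell inhibited over 60%, with over 100 cells counted and total cytoplasm intensity under 500,000; inconclusive = wells with under 100 cells, flagged as likely toxic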;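 also: U2OS cells stably carrying GPR55 and arrestin-GFP stimulated by 5 µM LPI near EC80; imaged beta-arrestin-GFP aggregate spots per cell after agonist stimulation; plate controls were LPI-stimulated DMSO wells for no effect and DMSO wells without LPI for full effect; some results filed as inactive read as strong as hits; confirmed hits need IC50 under 10 µM and bright autofluorescent wells are also inconclusive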
KOR beta-arrestin-1: KOR antagonists, beta-arrestin recruitment, cell-based, luminescence, uHTS (AID 1778); KOR beta-arrestin recruitment, luminescence, antagonist mode; higher % means a stronger effect; one-dose inhibition, % at 10 µM; IC50 in µM for titrated hits; 290,000 tested, 0.091% active; also: strong numbers were not always called active
NOD2 inhibition: NOD2 signaling inhibitors, cell-based, luminescence, uHTS, HEK293 (AID 1566) | HEK293 NOD2/NF-kB luciferase reporter, luminescence; higher % means a stronger effect | 290,000 tested, 0.63% active | inhibition, % at 4 µM; hits with a dose series show EC50 in µM; also: many of its hits are not listed in these tables
GPR35 arrestin U2OS: GPR35 antagonists blocking zaprinast-driven arrestin recruitment, primary screen, imaging, U2OS, beta-arrestin-GFP, zaprinast agonist (AID 2058); inhibition, % at 10 µM, or IC50 in µM where a hit was titrated; 290,000 tested, 0.052% active; U2OS GPR35 beta-arrestin-GFP translocation imaging, zaprinast antagonism; higher % means a stronger effect;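 active = inhibition of at least 50% with at least 30 cells and total cytoplasm GFP at most 10,000,000; inconclusive = under 30 cells or total GFP of 10,000,000 plus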
HIV peptide binding: cell-free HIV fusion peptide-binding blockers – biochemical, uHTS, fluorescence dequenching, primary screen (AID 1986). 290,000 tested, 0.3% active. inhibition, % at 20 µM, or IC50 in µM where a hit was titrated. cell-free peptide binding, fluorescence dequenching, 30 min; higher % means a stronger effect; in the data active = inhibition mostly above about 52%, no sharp cut-off; inactive = mostly below about 76%; also: some results filed as inactive read as strong as hits
GPR55 activation: GPR55 agonists via beta-arrestin recruitment, primary screen, imaging, U2OS cells, beta-arrestin-GFP redistribution (AID 1961). activation, % at 10 µM; hits with a dose series show EC50 in µM. U2OS GPR55 beta-arrestin-GFP redistribution imaging; higher % means a stronger effect. 290,000 tested, 0.048% active;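 active = activation above 40% with more than 50 cells counted in the well; inconclusive = wells holding fewer than 50 cells, flagged as toxic or sparse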;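 also: U2OS osteosarcoma cells stably expressing GPR55 and beta-arrestin-GFP; plate controls were DMSO negative control for no effect and LPI positive control for full effect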
KOR beta-arrestin-2: KOR agonists, beta-arrestin recruitment, primary screen, cell-based, luminescence, uHTS (AID 1777); 280,000 tested, 0.02% active; activation, % at 10 µM; hits with a dose series show EC50 in µM; KOR beta-arrestin recruitment, luminescence; higher % means a stronger effect; in the data active = activation above about 50%, passing the limit was not always enough; also: a part of the inactive calls stands beside numbers as strong as those of hits
NOD1 inhibition: NOD1 signaling inhibitors, primary screen, cell-based, luminescence, uHTS (AID 1578) | NOD1-driven NF-kB luciferase reporter cells, luminescence; higher % means a stronger effect | inhibition, % at 4 µM; hits with a dose series show EC50 in µM | 290,000 tested, 1% active; in the data active = inhibition mostly above about 36%, no sharp cut-off; inactive = mostly below about 34%;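 also: HEK-293T reporter cells stimulated with the NOD1 agonist gamma-tri-DAP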
Myeloid diff MLP GFP+ MAC1+ %: further read-out of Myeloid diff MLP, marked with its call; GFP+ MAC1+ double positive, %; measured here: differentiation confirmed by MAC1 staining
* marks the source's active call; other numbers are inactive results; i = inactive; ? = inconclusive; . = no result given; [ ] = another dose, or the depositor's remark. Rule as the data show it, unless noted: active = inhibition above about 50%; inactive = the rest. A portion of the library; count on the stated rates, not on these rows.

SMILES	Myeloid diff MLP	Myeloid diff MLP GFP+ MAC1+ %	GPR55 LPI antagonism	KOR beta-arrestin-1	NOD2 inhibition	GPR35 arrestin U2OS	HIV peptide binding	GPR55 activation	KOR beta-arrestin-2	NOD1 inhibition
O=C(Nc1cc(C(F)(F)F)ccc1N1CCCC1)c1ccc2c(c1)OCO2	i	3.3	-2.0%	-33.0%	4.8%	8.9%	-2.7%	-0.2%	-4.2%	-24.6%
Cc1cnc2cc(Cl)c(Cl)cc2n1	i	0.2	-4.4%	28.1%	3.4%	-4.8%	2.2%	0.7%	2.1%	-33.0%
CCOc1ccc(-n2c(SCC(=O)NC)nnc2-c2ccco2)cc1	i	0.4	8.2%	10.7%	5.9%	6.8%	-1.0%	-0.2%	4.1%	-6.0%
COc1ccc(-c2nc(N)nc(C)c2-c2ccc(Cl)cc2)c(O)c1	i	0.4	7.6%	2.3%	6.8%	4.6%	-2.6%	0.2%	1.6%	-5.0%
COC(=O)NCC(c1ccc2c(c1)OCO2)N1CCN(c2ccc(OC)cc2)CC1 (centres undefined)	i	0.0	-7.5%	-36.1%	-3.6%	-2.9%	-0.8%	0.2%	-1.9%	-27.8%
Oc1c(Cl)cc(Cl)cc1/C=N/NC(=S)NC1CC2C=CC1C2 (centres undefined)	i	0.7	2.9%	-17.9%	3.5%	3.5%	17.2%	-0.2%	-4.5%	26.6%
CCN1CCN(C(=O)C(C)Nc2ccc(OC)cc2OC)CC1 (centres undefined)	i	0.5	6.8%	28.0%	-7.8%	-13.9%	0.9%	-0.3%	-4.6%	-18.3%
COc1ccc(Cl)cc1N(C(=O)Nc1cccc(Cl)c1)C1=NCC(C)S1 (centres undefined)	i	0.3	14.4%	-9.2%	0.6%	4.3%	-1.2%	0.4%	-2.0%	-12.3%
Cc1ccc(C)c(OCC(=O)N2CCOCC2)c1	i	0.5	-1.3%	-21.5%	-1.7%	0.7%	0.3%	0.0%	2.0%	-6.9%
O=C(CCNC(=O)c1ccc(Br)cc1)NCC1COc2ccccc2O1 (centres undefined)	i	2.2	8.0%	-2.2%	-22.5%	11.3%	-0.9%	-0.1%	-0.1%	-29.2%
CC(C(=O)Nc1cccnc1)n1cc([N+](=O)[O-])cn1 (centres undefined)	i	0.6	9.4%	-0.9%	6.6%	-5.7%	-2.2%	0.1%	-2.4%	-37.9%
CC1CCCCC1NC(=O)c1ccc(CNc2c(N3CCCC3)c(=O)c2=O)cc1 (centres undefined)	i	2.3	7.4%	2.0%	5.0%	-4.7%	-1.3%	-0.3%	-3.5%	-6.7%
NC(=O)N1OCC2COc3ccc4ccccc4c3C21 (centres undefined)	i	0.5	-3.5%	-14.9%	7.1%	5.0%	0.0%	0.0%	0.2%	-4.6%
CN1CC(c2ccccc2)C2(COc3ccccc3C2=O)C12C(=O)Nc1ccccc12 (centres undefined)	i	0.6	4.5%	6.0%	18.4%	9.8%	1.2%	-0.1%	1.3%	13.8%
CN(C)S(=O)(=O)N1CCN(c2ccc([N+](=O)[O-])cc2)CC1	i	0.1	15.4%	21.3%	16.6%	-7.0%	0.3%	-0.5%	-2.0%	-24.5%
COCc1cc(C)nc(SCC[N+](C)(C)CC(=O)c2ccc(Br)cc2)c1C#N	i	0.7	31.7%	14.1%	-5.3%	7.7%	1.5%	0.9%	-3.7%	-29.0%
COc1ccc(OCc2cc(C(=O)NC(C)Cc3cccnc3)no2)c(Cl)c1 (centres undefined)	i	2.3	1.8%	-4.5%	-7.8%	-0.3%	-1.6%	-0.1%	-3.6%	-32.0%
CCOC(=O)c1c(S(=O)(=O)NCc2cccs2)c(C)n(C)c1C	i	0.5	16.0%	-8.4%	1.0%	-12.4%	-0.3%	0.2%	-1.5%	-19.0%
Cn1c(CN2CCCC2)nc2cc(NC(=O)COc3ccc(Cl)cc3)ccc21	i	4.9	2.8%	25.1%	7.0%	-4.7%	-1.7%	-0.1%	-1.8%	-21.7%
CC12CC3CC(C)(C1)CC(NCc1ccncc1)(C3)C2	i	0.1	9.4%	-7.6%	-10.9%	-1.2%	2.7%	0.1%	-1.3%	-33.1%
Cc1ccccc1NC1c2ccccc2C(=O)N1Cc1ccco1 (centres undefined)	i	3.8	6.6%	15.2%	-3.6%	14.1%	-0.6%	1.0%	-8.6%	-27.0%
CCCS(=O)(=O)c1ccc(COC(=O)c2ccc(NC(C)=O)cc2)cc1	i	0.3	-1.4%	-6.7%[20 µM]	-21.2%	17.3%	-1.6%	-0.1%	-6.4%	4.7%
CC(=O)CSc1cc(-c2ccccc2)nc2ncnn12	i	0.2	17.0%	24.0%	-5.6%	2.0%	0.7%	-0.2%	-2.9%	-8.4%
CCN(CCCNC(=O)C1CCC(=O)N1C1CCCC1)c1cccc(C)c1 (centres undefined)	i	1.0	1.2%	-8.9%	-9.3%	5.0%	-3.0%	0.2%	15.9%	-10.3%
Fc1ccc2c(c1)C(c1cccnc1)=NNC(c1cccs1)=N2	i	1.8	-0.7%	27.5%	10.9%	-0.1%	-0.4%	-0.2%	1.9%	-17.3%
CC(OC(=O)c1cccs1)C(=O)NCCc1ccccc1 (centres undefined)	?	.	50.4%	-11.9%	15.6%	-9.3%	-1.3%	-0.2%	-2.5%	-23.8%
CC(C)(C)OC(=O)N1CCC(c2c(C(=O)NCC3CCN(C4CCCC4)C3)cnn2-c2cccc(Cl)c2)CC1 (centres undefined)	i	8.1	5.6%	-24.2%	-40.3%	13.5%	-2.3%	0.3%	-1.3%	17.7%
COCc1nc2ccccc2n1Cc1c(F)cccc1Cl	i	0.5	3.9%	1.4%	-29.6%	17.4%	-0.6%	0.2%	-1.0%	1.8%
COc1cc(SC)ccc1C(=O)Nc1cccc(C2OCCCO2)c1	i	0.6	5.8%	-27.3%	-11.7%	13.0%	0.2%	.	1.3%	-14.0%
CCOC(=O)Cn1cc(/C=N/N2C(=O)C3C4C=CC(C4)C3C2=O)c2ccccc21 (centres undefined)	i	0.9	-1.3%	-47.2%[20 µM]	3.8%	7.5%	-0.8%	-0.1%	-1.7%	-19.0%
CCc1ccc(S(=O)(=O)NCCOc2cccc3cccnc23)cc1	i	0.9	9.8%	-10.7%	4.1%	11.9%	1.7%	0.8%	-1.4%	-27.1%
CCCNC(=O)CSc1nccn1Cc1ccco1	i	0.2	-2.4%	-17.9%[20 µM]	-4.2%	-0.1%	-0.9%	-0.1%	0.4%	-35.3%
O=[N+]([O-])c1cc([N+](=O)[O-])c(Oc2ccc(Br)cc2Br)cc1NN1CCCCC1	i	1.6	11.0%	-42.6%[20 µM]	13.3%	4.9%	0.0%	1.8%	-1.2%	-21.7%
O=C(O)CCC1OC(=O)C(O)=C1c1ccccc1 (centres undefined)	i	1.7	-7.1%	37.5%	-5.8%	-6.2%	1.1%	0.0%	1.0%	9.1%
Cc1cc(C(=O)Nc2sc3c(c2C#N)CCC(C(C)(C)C)C3)no1 (centres undefined)	i	7.3	12.5%	-13.3%	34.8%	2.5%	-1.9%	-0.1%	5.6%	34.1%
Cc1cc(C(=O)COc2ccccc2C(N)=O)c(C)n1C	i	0.4	13.9%	-16.3%	2.0%	-12.3%	-1.5%	-0.3%	-0.2%	-3.1%
COc1ccc(C2(O)CCN(CCCCOc3ccccc3)CC2)cc1	i	1.6	6.5%	-18.7%	-29.0%	2.4%	-3.0%	-0.2%	0.9%	10.2%
CCOC(=O)C1(Cc2cccc(Cl)c2)CCCN(C(=O)c2cn[nH]c2)C1 (centres undefined)	i	3.4	6.1%	-6.5%	-7.2%	-10.2%	2.1%	-0.1%	3.2%	-23.3%
Cc1ccc(C)n1-n1cnc2sc3c(c2c1=O)CCC3	i	5.0	6.7%	20.2%	9.7%	-3.8%	0.6%	-0.1%	-4.7%	10.3%
COc1cccc2[nH]c3c(=O)[nH]cnc3c12	i	0.8	-5.4%	-8.0%	4.5%	-4.0%	-1.9%	0.9%	-6.8%	2.8%
CC(=O)c1ccc2c(c1)OCCOCCOc1ccc(C(C)=O)cc1OCCOCCO2	i	0.3	-7.1%	7.1%	0.7%	2.1%	0.6%	-0.2%	-3.6%	1.1%
N/C(=C\C(=O)c1cc(Cl)ccc1O)C(Cl)(Cl)Cl	?	.	-7.0%	-77.6%	3.6%	8.2%	0.1%	0.6%	4.5%	-6.7%
CCOC(=O)c1cccc(NC(=O)CSc2nnc(C3CCCCC3)n2C)c1	i	0.8	-5.8%	37.9%	8.6%	6.9%	-2.1%	-0.1%	-2.3%	-6.3%
O=C(Nc1cccnc1)c1ccc2ccccc2c1O	i	0.5	-9.3%	-12.2%[20 µM]	-24.9%	-15.0%	-0.7%	-0.4%	-0.2%	-41.5%
Cc1ccnc(NC(=O)c2ccc3c(c2)OCO3)c1	i	0.6	1.9%	-6.0%	-79.7%	14.1%	-0.7%	-0.1%	-2.3%	-23.9%
O=C(COC(=O)c1cc(=O)[nH]c2ccccc12)NCc1cccs1	i	0.4	12.0%	12.5%	20.2%	8.3%	-1.3%	-0.2%	2.6%	3.5%
O=[N+]([O-])c1c(Nc2cccc(O)c2)cc(Cl)c2nonc12	?	.	77.1%*	113.7%*[20 µM]	10.0%	35.0%	-2.8%	9.7%	-14.8%	-18.1%
NC1=Nc2cccc3cccc1c23	i	0.7	-7.9%	0.2%	-7.7%	1.7%	5.1%	0.2%	-1.9%	-52.2%
O=C1CC(N2CCN(c3ccc(Cl)cc3)CC2)C(=O)N1c1ccccc1 (centres undefined)	i	0.5	7.7%	-6.2%	10.0%	2.2%	-1.4%	-0.1%	4.7%	5.2%
O=C(NN1CCOCC1)c1ccc(Br)s1	i	0.1	8.1%	-25.6%[20 µM]	7.1%	-7.1%	-1.8%	-0.1%	0.1%	12.9%

Next part
SMILES	Myeloid diff MLP	Myeloid diff MLP GFP+ MAC1+ %	GPR55 LPI antagonism	KOR beta-arrestin-1	NOD2 inhibition	GPR35 arrestin U2OS	HIV peptide binding	GPR55 activation	KOR beta-arrestin-2	NOD1 inhibition
O=C(O)COc1cnc2ccccc2n1	i	0.5	12.4%	-37.0%[20 µM]	-2.3%	8.4%	-1.5%	-0.1%	-1.1%	25.4%
CCOC(=O)Cn1nc(C)c(NC(=O)COc2ccc([N+](=O)[O-])cc2)c1C	i	0.0	9.3%	-8.1%	4.6%	-6.2%	2.8%	-0.2%	-4.6%	-8.3%
CC(=O)Nc1nc2n(n1)C(c1ccccc1)C=C(c1ccccc1)N2 (centres undefined)	i	6.7	-3.9%	7.7%	7.4%	24.8%	-1.9%	-0.2%	-5.3%	-5.8%
CC(=O)Nc1ccc(S(=O)(=O)Nc2cccn(Cc3ccc(C)cc3)c2=O)cc1	i	0.1	4.0%	-37.2%[20 µM]	8.5%	9.5%	21.5%	-0.1%	.	6.5%
O=C(O)c1cccc(NC(=S)N/N=C/c2c[nH]c3ccccc23)c1	i	0.1	-7.9%	11.0%	-3.1%	-5.0%	4.8%	0.2%	-2.8%	-10.3%
